Compound activity from PubChem.
phage Ecoli inh: growth loss of phage-infected E. coli, primary screen, RecBCD inhibitor project, absorbance, with phage, HTS; inhibition, % at 11.9 µM; 360,000 compounds, 0.26% hits; AID 651602, 2012; in the data active = inhibition above about 11%
HTR5A inv ctr: HTR5A inverse agonists in luminescence cell assay, primary screen, counter-screen for OPRM1-OPRD1 heterodimer inverse agonist project, full-deck HTS | AID 504634, 2011 | inhibition, % at 9.3 µM | 5-hydroxytryptamine receptor 5A (Homo sapiens), P47898 | 340,000 compounds, 0.083% hits | HTR5A cell line, inverse agonism; in the data active = inhibition mostly above about 23%, no sharp cut-off; inactive = mostly below about 18%;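 note: 0% = cells with DMSO and 100% = no-cell wells with DMSO; some compounds called inactive have numbers as strong as hits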
Mot1-301 SUMO: yeast Mot1-301 growth rescue at high temperature, primary screen, SUMOylation pathway inhibitor project, S. cerevisiae, ATP luminescence, 38.5C. S. cerevisiae Mot1-301 growth rescue; percent above DMSO median, 100 means doubled. growth rescue, % at 18.8 µM. 320,000 compounds, 1% hits;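 active = every valid replicate shows activation above 250% relative to neutral control wells; inactive = the rest, any valid replicate at or below 250%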;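 note: OY570 slx delta 5 strain wells were the positive control but not used for scaling; some compounds called inactive have numbers as strong as hits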
PKA-R1A act: activators of PKA-R1A holoenzyme, primary screen, biochemical, fluorescence polarization, Cy5-IP20, bovine R1A, mouse PKAc. 340,000 compounds, 0.083% hits. activation, % at 11.4 µM. PKA-R1A dissociation; scaled: DMSO 0%, 113 µM cGMP 100%. cAMP-dependent protein kinase type I-alpha regulatory subunit (Bos taurus) + …. AID 504707, 2011;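 active = percent activation above the mean of all tested compounds plus 3 SD, cut at about 19% in these data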;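 note: higher means more PKAc released from R1A so a rise in polarization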
Ecoli viability: E. coli V3065 growth inhibition, primary screen, counter-screen for AddAB inhibitor project, absorbance, OD600 | 18 h | inhibition, % at 11.9 µM | 330,000 compounds, 0.27% hits;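 active = inhibition above the campaign's mean inhibition across all tested compounds plus 3 SD, cut at about 9.9% in these data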;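 note: uninfected addAB+ strain grown without phage in ampicillin broth; 0% = DMSO wells and 100% = ciprofloxacin 0.95 µg/ml wells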
DAGLB inhibitor: DAGLB lipase inhibitors, primary screen, biochemical, fluorescence, HTS. HEK293T DAGLB membrane lysate, EnzChek fluorogenic substrate. inhibition, % at 5.17 µM. 340,000 compounds, 0.059% hits; in the data active = inhibition above about 34%;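 note: 0% = enzyme with vehicle and 100% = wells lacking enzyme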
Target sequence (Q8NCG7 whole entry, looked up): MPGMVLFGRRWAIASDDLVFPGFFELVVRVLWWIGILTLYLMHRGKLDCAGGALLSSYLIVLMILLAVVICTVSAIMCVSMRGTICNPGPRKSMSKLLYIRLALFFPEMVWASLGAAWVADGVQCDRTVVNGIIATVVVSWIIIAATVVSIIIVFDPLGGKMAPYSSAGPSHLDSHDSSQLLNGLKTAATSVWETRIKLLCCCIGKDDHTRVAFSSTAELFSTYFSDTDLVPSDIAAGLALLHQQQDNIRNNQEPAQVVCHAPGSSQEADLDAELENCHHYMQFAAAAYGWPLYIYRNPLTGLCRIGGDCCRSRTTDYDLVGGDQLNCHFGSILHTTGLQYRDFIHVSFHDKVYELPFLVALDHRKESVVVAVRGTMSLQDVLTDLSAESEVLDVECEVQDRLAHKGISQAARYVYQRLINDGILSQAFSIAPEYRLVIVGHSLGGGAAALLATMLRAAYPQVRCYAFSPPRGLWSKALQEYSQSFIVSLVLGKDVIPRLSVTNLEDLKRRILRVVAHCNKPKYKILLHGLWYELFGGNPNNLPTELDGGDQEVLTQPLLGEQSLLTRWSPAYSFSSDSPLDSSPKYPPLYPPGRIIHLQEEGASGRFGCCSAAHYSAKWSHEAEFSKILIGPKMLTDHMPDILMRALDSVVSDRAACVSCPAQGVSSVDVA
HTR5A ag ctr: HTR5A agonists in luminescence cell assay, primary screen, counter-screen for OPRM1-OPRD1 heterodimer agonist project, full-deck HTS; activation, % at 9.3 µM; cell-based; 5-hydroxytryptamine receptor 5A (Homo sapiens), P47898; AID 504692, 2011; 340,000 compounds, 0.61% hits; in the data active = activation mostly above about 9.5%, no sharp cut-off; inactive = mostly below about 7.6%;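 note: 0% = cells with vehicle only and 100% = reference agonist; strong numbers were not always called active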
CDK5 p35 inh: inhibitors of human CDK5/p35 kinase, primary screen, biochemical, single concentration; 330,000 compounds, 0.01% hits; Recombinant CDK5/p35, ADP-Glo luminescence, 60 min; inhibition, % at 10 µM; Cyclin-dependent kinase 5 (Homo sapiens) + Cyclin-dependent kinase 5 activator 1 (Homo …;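 active = highest replicate inhibition of at least 50% and at least 75% of replicates reaching 50%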;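 note: plate controls were DMSO neutral control for no effect and GW8510 at 10 µM for full effect; many of its hits are not listed in these tables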
Tat transport: E. coli Tat export inhibitors, primary screen, MC4100, TorA-mCherry reporter, fluorescence, single point; inhibition, % at 10 µM; 340,000 compounds, 0.036% hits;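 active = mean replicate inhibition at least 50% and at least half of replicates individually reaching 50%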;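 note: exported cargo escapes ClpAP degradation while cytoplasmic cargo is degraded and loses fluorescence; 0% = median of neutral control wells and 100% = median of NaSCN control wells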
PKA-R2B activ: activators of PKA-R2B holoenzyme, primary screen, biochemical, fluorescence polarization, Cy5-IP20, human; cAMP-dependent protein kinase catalytic subunit beta (Homo sapiens) + cAMP-dependent …; PKA-R2B holoenzyme dissociation; R2B truncated from residue 108, S112A mutant; 0% DMSO only, 100% 113 µM cGMP; activation, % at 11.4 µM; 340,000 compounds, 0.079% hits;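 active = activation above a cutoff set at the mean over all compounds plus 3 SD, cut at about 18% in these data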;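 note: higher means more holoenzyme dissociation and a rise in polarization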
AddAB inh: growth inhibition of E. coli expressing H. pylori AddAB, primary screen, AddAB inhibitor project, absorbance | AID 435030, 2010 | 330,000 compounds, 0.29% hits | inhibition, % at 11.9 µM; in the data active = inhibition above about 12%;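 note: 0% = vehicle wells of infected cells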
Numbers without * were called inactive; nt = no result given.

No. | Structure | phage Ecoli inh | HTR5A inv ctr | Mot1-301 SUMO | PKA-R1A act | Ecoli viability | DAGLB inhibitor
1 | O=C(NC1CCSC1=O)c1ccc(Oc2ccc(F)cc2)nc1 (stereo not given) | 0.0 | -1 | 63 | -12 | -0.8 | -1
2 | O=C(NCCc1ccc(Cl)cc1)c1cccc(N2CCCC2=O)c1 | nt | -8 | -7 | 5 | -1.4 | 0
3 | Cc1ccc(S(=O)(=O)N(Cc2ccccc2Cl)C(=O)N2CCN(C)CC2)cc1 | 1.0 | 5 | 1 | -5 | 0.8 | -2
4 | O=C(Nc1cccnc1)c1cccnc1 | -0.2 | 0 | -11 | -2 | 1.3 | 3
5 | COCCNC(=O)CSc1cc(-c2ccccc2)c2ccc(OC)cc2n1 | 1.7 | 0 | 2 | 7 | 0.0 | -3
6 | CCNc1nc(NCC)n2c(SC(C(=O)Nc3cc(C)ccc3C)c3ccccc3)nnc2n1 (stereo not given) | 0.9 | 5 | -14 | -5 | -0.6 | 5
7 | CC1(C)c2ccccc2N2CCC(=O)NC21/C=C/c1ccco1 (stereo not given) | 3.5 | nt | 139 | -8 | 1.3 | 1
8 | Cc1ccc(CNC(=O)C(=O)NCCCn2ccnc2)cc1 | 2.2 | 7 | 93 | -7 | 0.6 | 0
9 | CC(=O)Nc1ccc(S(=O)(=O)Nc2nc3ccccc3nc2Nc2ccc3ccccc3c2)cc1 | 4.2 | 10 | 6 | -7 | -0.1 | 13
10 | CC(CCc1ccc(O)cc1)N(C)CCc1ccccc1 (stereo not given) | -1.0 | 16 | 29 | 7 | -1.3 | 2
11 | CC(C)CCNC(=O)c1cccc(Cl)c1 | 4.0 | -16 | -20 | 5 | 0.8 | -1
12 | COc1cccc(C(=O)O/N=C(\N)c2ccccn2)c1OC | 1.0 | 1 | -10 | 4 | 0.6 | -3

No. | HTR5A ag ctr | CDK5 p35 inh | Tat transport | PKA-R2B activ | AddAB inh
1 | -1 | -0.8 | -3 | -2 | 0.3
2 | 0 | -0.8 | 4 | 7 | 2.7
3 | 4 | 0.2 | -3 | -1 | 0.0
4 | 3 | -1.6 | -7 | 10 | 1.0
5 | 0 | -7.8 | 12 | 3 | 1.8
6 | -2 | -0.4 | -4 | -2 | 0.7
7 | nt | 0.2 | -7 | 3 | 0.5
8 | 5 | -0.4 | -12 | -2 | 0.1
9 | -1 | -0.8 | 2 | 0 | -1.2
10 | 5 | -1.0 | -2 | 12 | 0.3
11 | 1 | 1.2 | -5 | 6 | -2.0
12 | 0 | 7.8 | -6 | 8 | 2.0

Part of the list above in a different format:
Order of results – phage Ecoli inh | HTR5A inv ctr | Mot1-301 SUMO | PKA-R1A act | Ecoli viability | DAGLB inhibitor | HTR5A ag ctr | CDK5 p35 inh | Tat transport | PKA-R2B activ | AddAB inh
[2] O=C(NCCc1ccc(Cl)cc1)c1cccc(N2CCCC2=O)c1
    nt | -8 | -7 | 5 | -1.4 | 0 | 0 | -0.8 | 4 | 7 | 2.7
[3] Cc1ccc(S(=O)(=O)N(Cc2ccccc2Cl)C(=O)N2CCN(C)CC2)cc1
    1.0 | 5 | 1 | -5 | 0.8 | -2 | 4 | 0.2 | -3 | -1 | 0.0
[4] O=C(Nc1cccnc1)c1cccnc1
    -0.2 | 0 | -11 | -2 | 1.3 | 3 | 3 | -1.6 | -7 | 10 | 1.0
[5] COCCNC(=O)CSc1cc(-c2ccccc2)c2ccc(OC)cc2n1
    1.7 | 0 | 2 | 7 | 0.0 | -3 | 0 | -7.8 | 12 | 3 | 1.8

Sorted by value in CDK5 p35 inh (rising): seven from the list above.
cpd | SMILES | CDK5 p35 inh
5 | COCCNC(=O)CSc1cc(-c2ccccc2)c2ccc(OC)cc2n1 | -7.8
10 | CC(CCc1ccc(O)cc1)N(C)CCc1ccccc1 (stereo not given) | -1.0
1 | O=C(NC1CCSC1=O)c1ccc(Oc2ccc(F)cc2)nc1 (stereo not given) | -0.8
8 | Cc1ccc(CNC(=O)C(=O)NCCCn2ccnc2)cc1 | -0.4
3 | Cc1ccc(S(=O)(=O)N(Cc2ccccc2Cl)C(=O)N2CCN(C)CC2)cc1 | 0.2
11 | CC(C)CCNC(=O)c1cccc(Cl)c1 | 1.2
12 | COc1cccc(C(=O)O/N=C(\N)c2ccccn2)c1OC | 7.8

Other entries:
No. | Structure | phage Ecoli inh | HTR5A inv ctr | Mot1-301 SUMO | PKA-R1A act | Ecoli viability | DAGLB inhibitor
13 | COc1ccc(Cl)cc1CC=NNC(=O)c1cccc(C)c1O | 2.4 | 6 | nt | -4 | nt | -5
14 | CC(C)(C)OC(=O)NC(Cc1ccccc1)C(=O)NCCCC(=O)O (stereo not given) | -1.1 | 26 | 3 | -7 | -2.1 | -1
15 | Cc1cccc(Cc2c(C)nc3nc(SCC(=O)O)nn3c2C)c1 | 2.7 | -15 | nt | -5 | 2.1 | -2
16 | Cc1ccccc1CNC(=O)CC1C(=O)NCCN1Cc1c(F)cccc1Cl (stereo not given) | 2.2 | 3 | 1 | -5 | 0.5 | 0
17 | COc1ccc(-c2csc(N(CCc3ccccc3)C(=O)COc3ccccc3)n2)cc1 | 0.5 | -8 | 458 | -5 | 2.3 | -10
18 | COc1ccccc1CN1CC(C(=O)NCCn2ccc(C)n2)CCC1=O (stereo not given) | 2.4 | -8 | 221 | -4 | 1.9 | 1
19 | CCN(CC)CCN(C)C1CCC(c2ccccc2)CC1 (stereo not given) | 2.4 | -10 | -12 | -5 | -0.2 | 0
20 | Cc1cc(-c2ccc(C)c(S(=O)(=O)NCCc3ccco3)c2)on1 | -0.9 | -1 | 1 | -4 | 3.0 | -2
21 | c1cc2c(cc1C1CCCCC1)c1c3n2CCN=C3CCC1 | 1.4 | -5 | 80 | -3 | 0.2 | 8
22 | CC(=O)Nc1nc2cc(C(N)=O)ccc2s1 | 3.3 | 1 | 21 | 5 | -0.6 | 1
23 | Cc1c(-c2ccc(F)cc2)[n+](=O)c(-c2ccc(F)cc2)c(C)n1[O-] | -0.9 | -6 | nt | -12 | 1.9 | 2
24 | Cc1ccc(-c2csc3ncnc(NCCN4CCOCC4)c23)cc1 | 3.7 | -5 | 180 | 2 | -2.0 | 0

No. | HTR5A ag ctr | CDK5 p35 inh | Tat transport | PKA-R2B activ | AddAB inh
13 | -2 | -0.8 | 4 | -1 | nt
14 | 2 | -1.7 | 3 | -5 | 2.0
15 | 4 | -0.2 | -1 | -12 | 0.0
16 | -1 | 0.7 | -2 | -6 | 3.9
17 | -1 | 0.4 | -2 | 1 | 5.3
18 | 1 | -0.6 | -2 | -6 | 1.5
19 | 3 | 1.6 | -7 | 1 | -1.3
20 | 0 | 0.5 | 11 | -4 | 1.3
21 | 1 | -2.5 | 4 | -12 | 1.0
22 | -5 | 2.2 | -3 | -6 | 0.8
23 | 2 | 0.3 | -1 | -4 | 3.1
24 | 3 | 2.4 | 3 | -3 | -1.5
